Source: PubChem BioAssay (National Center for Advancing Translational Sciences (NCATS))
DRD3 agonist: activates the human D3 dopamine receptor | P35462 | D3R DiscoveRx beta-arrestin cells, luminescence, 90 min | AID 652048 | 0.58% of 410,000 active | max activation, %; in the data active = max activation above about 30%; also: 0% is about no effect; mostly tested at two doses, the higher about 12 µM
Target sequence (P35462 whole entry, looked up): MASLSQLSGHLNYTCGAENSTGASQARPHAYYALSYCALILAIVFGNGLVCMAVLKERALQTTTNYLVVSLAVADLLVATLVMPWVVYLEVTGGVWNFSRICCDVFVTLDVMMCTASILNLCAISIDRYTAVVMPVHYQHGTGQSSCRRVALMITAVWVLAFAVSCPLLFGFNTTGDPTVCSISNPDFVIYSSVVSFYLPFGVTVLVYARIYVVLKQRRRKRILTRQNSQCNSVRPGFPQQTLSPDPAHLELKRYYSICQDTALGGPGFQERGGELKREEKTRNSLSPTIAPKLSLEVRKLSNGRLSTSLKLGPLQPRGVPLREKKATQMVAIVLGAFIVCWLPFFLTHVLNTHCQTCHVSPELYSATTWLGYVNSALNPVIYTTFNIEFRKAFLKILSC
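Agonist mode: compounds and dopamine controls were applied to plated cells for 90 min at 37 degrees C after an overnight attachment at 1500 cells/well. Luminescent read-out followed 30 - 60 minutes at room temperature with DiscoveRx detection reagent.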
aSyn yeast inh: inhibitors of alpha-synuclein toxicity in yeast; Yeast expressing alpha-synuclein, growth rescue, BacTiter-Glo, 24 h; Potency, µM (doses to about 46.1 µM), inactives show at the top dose growth rescue (activation), most hits filed as activators; 0.14% of 370,000 active; also: potency is read from the fitted curve at half-maximal effect; % of control where 0% means no effect; nearly all actives have a fitted effect of over 65% in size
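Screening used galactose-induced yeast with toxic alpha-synuclein levels, exposed to compound for 24 hr at 30 deg C. Cell growth, read with BacTiter-Glo luminescence, gave the measured signal.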
GLP1R inv ag: acts as inverse agonist at human GLP-1 receptor | P43220 | HEK293 GLP-1R CRE-luciferase, luminescence, 24 h; GLP-1R form is constitutively active | Potency, µM (top dose mostly 38.3 µM), inactives show at the top dose activity change, negative = inhibition, most hits filed as inhibitors | 1.6% of 410,000 active | AID 624417; also: potency is read from the fitted curve at half-maximal effect; % is scaled to controls: 0 for no effect and ±100 for the full control effect; nearly all actives have a fitted effect of over 55% in size
Target sequence (P43220 whole entry, looked up): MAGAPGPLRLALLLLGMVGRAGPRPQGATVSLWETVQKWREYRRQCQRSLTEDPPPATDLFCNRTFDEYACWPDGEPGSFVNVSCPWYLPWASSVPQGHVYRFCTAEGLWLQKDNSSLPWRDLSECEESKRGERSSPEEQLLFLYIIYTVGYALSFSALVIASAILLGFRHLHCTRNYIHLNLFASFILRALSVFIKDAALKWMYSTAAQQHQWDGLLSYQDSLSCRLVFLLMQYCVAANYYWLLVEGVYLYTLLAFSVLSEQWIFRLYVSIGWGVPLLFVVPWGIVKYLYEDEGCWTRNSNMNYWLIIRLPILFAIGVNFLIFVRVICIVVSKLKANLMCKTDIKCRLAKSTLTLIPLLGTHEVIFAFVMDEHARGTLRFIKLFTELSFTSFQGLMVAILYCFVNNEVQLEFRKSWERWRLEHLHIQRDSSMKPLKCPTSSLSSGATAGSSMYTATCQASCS
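Cells are plated, allowed 12 hours at 37 deg C, then treated with compounds for 24 hr before luciferase detection reagent is added and luminescence is read after 12 min at room temperature. The HEK293 line carries constitutively active GLP-1R with a cAMP-responsive reporter.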
HEK293 tox: cytotoxicity in counter-screen for GLP-1R inverse agonists. HEK293 cAMP-luciferase reporter cells, luminescence, 24 h. Potency, µM (top dose mostly 38.3 µM), inactives show at the highest dose activity change, negative = inhibition, actives largely listed as inhibitors. 0.13% of 410,000 active;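 also: loss of luciferase light is scored as toxicity; potency is read from the fitted curve at half-maximal effect; % is scaled to controls: 0 for no effect and ±100 for the full control effect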
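Cells in DMEM/10% Nu serum/1% pen-strep, 1536-well format. Pre-incubated 12 h, dosed with 23 nL compound, incubated a further 24 h. Luciferase detection, 12 min at room temp, luminescence.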
GLP1R ag: GLP-1 receptor (human) agonism; HEK293 GLP-1R CRE-luciferase, luminescence, 4-6 h; cells express a hypersensitive GLP-1R form; Potency, µM (titrated, usually from 45.6 µM), without a hit: top-dose activation, usual class: activators; 0.007% of 380,000 active; also: potency is read from the fitted curve at half-maximal effect; % of control where 0% means no effect
D3 antag: antagonists of human D3 dopamine receptor. 2.5% of 360,000 active. D3R cells, DiscoveRx beta-arrestin luminescence, antagonist mode; hits give low values. AID 652054. P35462. max response, negative = inhibition, %; in the data active = max response below about -50%; inconclusive = no clear call, values can overlap the other calls; also: % is scaled to controls: 0 for no effect and ±100 for the full control effect; mostly tested at two doses, the higher about 12 µM
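Cells expressing the human receptor were seeded at 1500 cells/well, incubated overnight at 37 degrees C in 5% CO2, then exposed to library compounds with dopamine controls for 90 minutes at 37 degrees C before luminescent detection.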
PTHR1 agonist: activates the human parathyroid hormone receptor PTHR1; Q03431; HEK293 GP2 PTHR1 cells, GloSensor cAMP luminescence, 1 h; Potency, µM (titrated, usually from 115 µM), for inactives: at the top dose activation, usual class: activators; 0.075% of 410,000 active; AID 743266; also: potency is read from the fitted curve at half-maximal effect; nearly all actives have a fitted effect of over 55% in size; some results filed as inactive show a strong effect at the top dose; inactives centre near -15; many of its hits are not listed in these tables
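HEK-293-derived GP2 cells expressing PTHR1 and a GloSensor cAMP reporter, 3,000/well, plated overnight, given luciferin plus IBMX (each 0.5 mM as added) for 1 h at 37 °C, then compound for 1 h at 37 °C. Luminescence was read after 15 min at room temperature.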
KB-V1 MDR tox: kills drug-selected multidrug resistant KB-V1 cells | KB-V1 MDR cells viability, CellTiter-Glo, 72 h | Potency, µM (series often up to 46.1 µM), for the others: at the highest dose activity change, negative = cytotoxicity, hits mostly cytotoxic | 3.4% of 400,000 active | AID 1347076; also: potency is read from the fitted curve at half-maximal effect; % is scaled to controls: 0 for no effect and ±100 for the full control effect; nearly all actives have a fitted effect of over 60% in size
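Cells of the MDR subline KB-V1 are plated, dosed with compound at multiple concentrations, and incubated 72 h at 37 degrees C; CellTiter-Glo is then added and luminescence read after 10 min.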
TDP43 rescue: rescues yeast growth from TDP-43 toxicity; TDP-43 expressing yeast growth rescue, BacTiter-Glo, 24 h; Potency, µM (titrated, usually from 46.1 µM), without a hit: top-dose growth rescue (activation), actives largely listed as activators; 1.8% of 410,000 active; also: potency is read from the fitted curve at half-maximal effect; % of control where 0% means no effect; nearly all actives have a fitted effect of over 50% in size
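In this qHTS, compounds that restore growth of yeast expressing TDP-43 appear as activators. Cells (OD600=0.02, galactose medium, raffinose-pregrown) are incubated with compound 24 hr at 30 deg C and growth is quantified by BacTiter-Glo.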
* marks the source's active call; other numbers are inactive results; i = inactive; ? = inconclusive; . = not tested or not shown; [ ] = dose if it differs, or a comment. Unless noted, calls follow the shape of the dose curve; as a rule, active = well fitted curve in the direction sought with a large enough effect; inconclusive = small, poorly fitted or top-dose-only effect, or another doubt; inactive = no such curve, though single readings can be large; an effect the other way counts as inactive or inconclusive.

SMILES	DRD3 agonist	aSyn yeast inh	GLP1R inv ag	HEK293 tox	GLP1R ag	D3 antag	PTHR1 agonist	KB-V1 MDR tox	TDP43 rescue
C[C@H](CO)N1C[C@H](C)[C@@H](CN(C)Cc2ccc3c(c2)OCO3)Oc2ccc(NC(=O)Cn3cnnn3)cc2C1=O	10.3	1.3%	3.5%	-0.9%	7.3%	-14.2	i	-7.6%	17.2%
COCCNC(=O)C1CC2Cn3c(nc4cc(Cl)c(Cl)cc43)C2N1C (stereo not drawn)	1.9	1.3%	6.2%	1.1%	5.9%	12.7	-24.0%	20.2%	10.8%
O=C(Cc1cccs1)Nc1ccccc1F	6.8	2.7%	16.3%	4.8%	0.9%	14.8	-11.8%	4.3%	7.0%
O=C(COc1ccc2ccccc2c1)NNC(=O)[C@@H]1CCCC[C@@H]1C(=O)O	6.4	-0.4%	-6.2%	6.0%	-1.4%	-2.2	i	-26.1%	0.0%
O=c1[nH]c(=O)n(-c2ccccc2)c2c1C(C(F)(F)F)(C(F)(F)F)N=C(C1CCCCC1)N2	-13.0	-2.3%	2.1%	11.9%	1.7%	-9.8	-7.4%	-2.0%	0.1%
COc1ccc(-n2c(SCC(=O)Nc3sc4c(c3C#N)CCCC4)nnc2-c2ccc(O)cc2)cc1	-0.7	.	0.0%	2.9%	0.9%	18.1	-18.7%	6.5%	-17.2%
O=C(/C=C/Nc1ccc(F)cc1)c1cccs1	-12.5	-0.4%	-22.7%	11.3%	-2.9%	?	-33.1%[inhibitor]	-8.1%	?
CCOC(=O)C1CCN(C(=O)CSc2c3c(nc4ccc(Cl)cc24)CCCC3)CC1	-5.3	.	-18.1%	3.2%	.	.	i	.	?
Cc1oc2ncn(C)c(=O)c2c1C(=O)NCCCN(Cc1ccccc1)C(C)C	5.3	.	22.5%	1.5%	.	.	-4.7%	-2.5%	18.7%
Cc1cccc2c(=O)n3c(cc12)-c1[nH]c2ccccc2c1CC3	3.0	-0.6%	-18.0%	126.1%[activator]	-0.8%	12.9	-12.9%	-33.0%	17.8%
Cc1ccc(S(=O)(=O)N2CCOCC2)cc1NC(=O)COC(=O)CCc1c[nH]c2ccccc12	-12.3	-2.6%	1.8%	-3.0%	-0.9%	17.4	19.9%	.	-6.3%
Cc1cccc(OCC(=O)NC2CCCc3ccccc32)c1C (stereo not drawn)	-1.2	9.7%	2µM*	25.5%	13.2%	15.1	-2.9%	?	13.6%
Cc1cccc(C)c1OCc1cc(C(=O)N2CC3C[C@@H]4CC2C[C@H](C3)C4)no1	0.6	9.4%	?	1.6%	-0.5%	9.5	-45.2%[inhibitor]	?	0.0%
O=C(Nc1ccc2c(c1)[C@H]1C[C@@H](CC(=O)N3CCOCC3)O[C@@H](CO)[C@H]1O2)C1CCOCC1	-2.1	-1.9%	5.4%	-0.9%	1.7%	1.1	-18.3%	7.9%	13.0%
O=CN1CCN(C(=O)c2ccc(Br)o2)CC1	-4.5	12.2%	6.3%	-7.7%	-1.6%	22.0	i	9.6%	3.4%
COc1ccc(S(=O)(=O)Nc2cc(C)c(O)cc2C(C)C)cc1	0.1	6.3%	?	-24.8%	0.3%	-21.0	-66.6%[inhibitor]	-26.2%	14.0%
CCN(C(=O)CSc1n[nH]c(N)n1)C1CCCCC1	-17.0	-2.7%	10.4%	-5.6%	-3.2%	-8.8	?	-24.2%	-9.0%
CCOC(=O)c1c(NC(=O)COC(=O)c2cc(OC)c(OC)cc2[N+](=O)[O-])sc(C)c1CC	11.3	3.5%	34.4%	12.2%	2.7%	15.1	i	8.4%	8.0%
Cc1ccccc1C(=O)NC1CC2CCCC(C1)N2Cc1ccccc1 (stereo not drawn)	-17.8	-1.2%	2.3%	10.4%	-3.8%	-84.7*	-28.0%	12.0%	-5.7%
CCOC(=O)c1sc(N(C)C)nc1-c1ccccc1	-6.7	0.2%	5.2%	-11.6%	3.9%	-13.3	-7.2%	-1.9%	1.2%
COc1ccccc1NC(=O)NCCN1CCNC1=O	14.1	1.3%	22.9%	9.6%	4.6%	10.7	i	27.6%	2.8%
O=C(Nc1nnc(CCN2CCCCC2)s1)C1CCCCC1	-6.9	-2.9%	?	-2.1%	-4.2%	9.7	i	0.0%	-14.3%
CCCCNC(=O)C1(C)CCCCN1C(=O)c1cc(OC)ccc1Br (stereo not drawn)	6.1	11.4%	-18.0%	3.5%	-6.3%	27.7	3.4%	9.1%	-1.7%
CC1O[C@@H](OC2C(O)C(O)C(CO)O[C@H]2OC2C[C@]3(C)C(CC(O)C4[C@@H]([C@]5(C)CC[C@@H](C(C)(C)O)O5)CC[C@]43C)[C@@]3(C)CCC(O)C(C)(C)C23)C(O)C(O)C1O (stereo partly drawn)	0.9	10.4%	3.9%	1.7%	-3.7%	18.6	-22.9%	11.8%	19.7%
CCOC(=O)N1CCN(C(=O)CSc2nnc(COc3ccccc3)o2)CC1	-7.0	1.4%	-21.1%	0.4%	1.0%	-20.7	-21.0%	-11.5%	5.6%

Quoted at random: 3 compounds from above
SMILES	DRD3 agonist	aSyn yeast inh	GLP1R inv ag	HEK293 tox	GLP1R ag	D3 antag	PTHR1 agonist	KB-V1 MDR tox	TDP43 rescue
O=C(/C=C/Nc1ccc(F)cc1)c1cccs1	-12.5	-0.4%	-22.7%	11.3%	-2.9%	?	-33.1%[inhibitor]	-8.1%	?
COc1ccccc1NC(=O)NCCN1CCNC1=O	14.1	1.3%	22.9%	9.6%	4.6%	10.7	i	27.6%	2.8%
CC1O[C@@H](OC2C(O)C(O)C(CO)O[C@H]2OC2C[C@]3(C)C(CC(O)C4[C@@H]([C@]5(C)CC[C@@H](C(C)(C)O)O5)CC[C@]43C)[C@@]3(C)CCC(O)C(C)(C)C23)C(O)C(O)C1O (stereo partly drawn)	0.9	10.4%	3.9%	1.7%	-3.7%	18.6	-22.9%	11.8%	19.7%

Carrying on:
SMILES	DRD3 agonist	aSyn yeast inh	GLP1R inv ag	HEK293 tox	GLP1R ag	D3 antag	PTHR1 agonist	KB-V1 MDR tox	TDP43 rescue
COc1ccc(-n2nc3c(c2NC(=O)Cc2cccc(C)c2)CS(=O)C3)cc1 (stereo not drawn)	10.4	1.8%	11.1%	8.3%	3.4%	7.9	i	-2.6%	17.7%
COc1ccc(C2=Nc3ccc(F)cc3NC(c3cccc(C(F)(F)F)c3)=N2)cc1	4.3	.	?	-12.7%	.	.	-7.9%	15.4%	22.9%
O=C(Nc1ccccc1)/C(=C\c1ccc2c(c1)OCO2)NC(=O)c1ccco1	-1.6	-17.7%	0.2%	-7.3%	-5.6%	-2.4	i	-21.5%	-5.1%
Cc1ccc(C)c(C2=NNC(=O)CC2)c1	2.8	-4.9%	10.7%	1.1%	6.7%	13.1	-13.6%	0.0%	22.0%
CCC(C)NC(=S)N(CCc1ccccc1)Cc1cc2cc(OC)c(OC)cc2[nH]c1=O (stereo not drawn)	-5.5	-0.1%	?	?	-4.5%	-6.9	-10.6%	?	-0.6%
COc1ccc(/C=C/C(=O)Nc2nc(N)n(-c3ccccc3)n2)cc1	1.8	-7.0%	0.1%	-21.4%	3.9%	5.4	i	-17.0%	12.3%
CCOC(=O)c1c(CNCCN(CC)CC)n(C)c2cc(Br)c(OC)cc12	-4.5	-0.4%	?	?	4.7%	5.9	-14.7%	-10.7%	-14.2%
CCN1C(=O)[C@H]2[C@@H](c3ccc(OC)cc3)N[C@]3(CCCN(Cc4ccc(F)cc4)C3=O)[C@H]2C1=O	10.9	?	-4.1%	2.1%	4.7%	35.2	-19.1%	-3.6%	0.0%
CCOC(=O)C1CCN(S(=O)(=O)c2ccc3c4c(cccc24)C(=O)N3)CC1	3.6	-1.0%	53.8%[activator]	73.1%[activator]	7.8%	30.5	-28.2%	10.9%	7.0%
COc1ccccc1OCC(=O)N1CCN(C(=O)c2ccco2)CC1	0.8	-14.4%	7.7%	8.8%	-8.3%	4.2	i	-0.7%	-9.9%
CCOc1ccccc1NC(=O)CN1C(=O)CSC(C)C1=O (stereo not drawn)	-1.2	-4.4%	6.5%	14.0%	-9.6%	-12.3	i	0.0%	0.9%
CCOCCCNC(=O)Cn1nc(-c2ccc(OC)c(OC)c2)ccc1=O	4.7	0.8%	50.9%[activator]	-6.8%	13.0%	14.8	-5.8%	25.0%	10.2%
Cc1cc(C)nc(N2CCN(C(=O)CCC(=O)Nc3nnc(C(C)C)s3)CC2)n1	6.7	-2.7%	4.4%	-5.8%	7.7%	6.9	i	-4.0%	-2.6%
O=C(c1cc(F)cc(F)c1)N1CCC(c2nc(-c3ccc(S(=O)(=O)N4CCCC4)cc3)no2)CC1	5.1	.	-3.0%	-4.9%	.	.	-15.4%	.	24.2%
COc1cccc(CNC(=O)c2cccc(NC(=O)CC3SC(N4CCCCC4)=NC3=O)c2)c1 (stereo not drawn)	-9.1	0.0%	-29.7%	?	-5.6%	20.9	-74.6%[inhibitor]	-11.7%	-13.8%
CC(NC(=O)CCN1C(=O)c2ccccc2S1(=O)=O)c1ccccc1 (stereo not drawn)	3.2	0.7%	55.8%[activator]	-11.1%	12.6%	-2.1	-5.2%	3.8%	-0.7%
NC(Cc1ccccc1)c1csc(Nc2nncc3ccccc23)n1 (stereo not drawn)	-5.7	-21.1%	4.7%	1.9%	-6.0%	0.0	13.1%	23.1µM*	-6.4%
COc1cccc(NC(=O)COC(=O)C2CCN(S(=O)(=O)c3cccs3)CC2)c1	4.4	2.8%	8.0%	-9.7%	9.5%	5.7	i	-4.1%	-14.9%
O=C(c1ccc(=O)[nH]n1)N1CCN(S(=O)(=O)c2ccccc2F)CC1	-4.0	0.3%	0.5%	2.9%	4.5%	-5.0	i	-0.4%	11.1%
c1ccc(CNc2cnccn2)cc1	6.2	7.3%	0.0%	-13.3%	-9.0%	21.1	-5.4%[57.5 µM]	21.6%	-2.9%

Some of the compounds tested; count on the stated rates, not on these rows.
